# LYPLA2 counter – counter-screen for PME1 inhibitors: inhibitors of human LYPLA2; O95372; recombinant LYPLA2, FP-Rh probe fluorescence polarization; inhibition, % at 5.9 µM; 320,000 tested, 0.38% active;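 active = inhibition above the screen-wide mean plus 3 SD, limit set per campaign, cut at about 26% in these data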;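 note: 0% = LYPLA2 with DMSO and 100% = wells lacking LYPLA2 enzyme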
# Target sequence (O95372 whole entry, looked up): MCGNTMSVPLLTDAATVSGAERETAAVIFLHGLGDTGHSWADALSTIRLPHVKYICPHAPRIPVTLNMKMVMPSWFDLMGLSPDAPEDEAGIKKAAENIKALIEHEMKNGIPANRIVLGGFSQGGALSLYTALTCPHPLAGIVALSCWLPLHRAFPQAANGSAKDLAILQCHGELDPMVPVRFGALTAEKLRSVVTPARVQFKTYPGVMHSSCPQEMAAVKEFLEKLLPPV
# GSTO1 counter – blocks human GSTO1 in RBBP9 counter-screen. recombinant GSTO1, activity-based probe fluorescence polarization. 300,000 tested, 1.1% active. inhibition, % at 5.96 µM;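 active = inhibition above the campaign mean inhibition plus 3 SD, cut at about 35% in these data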;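 note: 0% = GSTO1-1 with DMSO and 100% = wells lacking GSTO1-1 enzyme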
# Target sequence (P78417 whole entry, looked up): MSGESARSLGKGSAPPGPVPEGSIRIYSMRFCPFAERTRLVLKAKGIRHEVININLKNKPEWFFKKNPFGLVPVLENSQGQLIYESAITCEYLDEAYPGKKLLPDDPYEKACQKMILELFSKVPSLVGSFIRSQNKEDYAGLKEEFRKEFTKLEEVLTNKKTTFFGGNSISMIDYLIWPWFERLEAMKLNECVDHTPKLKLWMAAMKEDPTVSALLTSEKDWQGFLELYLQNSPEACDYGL
# LYPLA1 inh – counter-screen for PME1 inhibitors: inhibitors of human LYPLA1. O75608. recombinant LYPLA1, FP-Rh probe fluorescence polarization. inhibition, % at 5.9 µM. 320,000 tested, 0.16% active;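 active = inhibition above the mean of all tested compounds plus 3 SD, set per campaign, cut at about 14% in these data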;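 note: inhibitors block serine hydrolase probe labeling of LYPLA1 so polarization falls; 0% = enzyme with DMSO and 100% = wells lacking LYPLA1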
# Target sequence (O75608 whole entry, looked up): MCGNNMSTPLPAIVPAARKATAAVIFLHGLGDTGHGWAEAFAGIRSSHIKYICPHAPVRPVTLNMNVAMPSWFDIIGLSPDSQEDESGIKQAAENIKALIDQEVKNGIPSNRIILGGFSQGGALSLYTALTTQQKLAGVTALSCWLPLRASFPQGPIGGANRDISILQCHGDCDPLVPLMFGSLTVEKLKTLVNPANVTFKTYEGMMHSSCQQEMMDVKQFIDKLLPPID
# pPAFAH inh – inhibitors of human plasma PAF acetylhydrolase (pPAFAH). Q13093. recombinant pPAFAH, FP-rhodamine probe fluorescence polarization. inhibition, % at 3.39 µM. 330,000 tested, 1.5% active. AID 463082;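 active = inhibition above the mean inhibition across the screen plus 3 SD, cut at about 25% in these data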;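 note: inhibitors block binding of the rhodamine activity-based probe so polarization drops; 0% = enzyme with DMSO and 100% = wells lacking pPAFAH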
# PAD4 FP inh – inhibitors of human PAD4 | recombinant PAD4, RCA probe fluorescence polarization | inhibition, % at 6.36 µM | Q9UM07 | 330,000 tested, 0.41% active;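 active = percent inhibition above a cutoff equal to the mean of all tested compounds plus 3 SD, cut at about 15% in these data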;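 note: 0% = PAD4 with RCA probe and DMSO and 100% = probe without PAD4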
# PAFAH1B3 FP inh – blocks human PAF acetylhydrolase 1B catalytic subunit 3; recombinant PAFAH1B3, FP-rhodamine probe, fluorescence polarization; inhibition, % at 3.39 µM; 340,000 tested, 0.28% active; AID 492972;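 active = inhibition above the screen-wide average of all tested compounds plus 3 SD, cut at about 25% in these data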;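 note: 0% = enzyme with DMSO only and 100% = wells lacking PAFAH1B3 protein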
# PME-1 inh – PME-1 (human) inhibition. recombinant PME-1, FP-Rh probe fluorescence polarization. inhibition, % at 5.9 µM. Q9Y570. 320,000 tested, 0.53% active. AID 2130;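 active = inhibition above the campaign mean of all compounds plus 3 SD, cut at about 26% in these data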;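 note: competitive labeling of PME-1 active site by serine hydrolase directed probe; 0% = PME-1 with DMSO and 100% = wells lacking PME-1 enzyme; inhibitors block probe labeling so polarization falls and inhibition rises; many of its hits are not listed in these tables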
# Target sequence (Q9Y570 whole entry, looked up): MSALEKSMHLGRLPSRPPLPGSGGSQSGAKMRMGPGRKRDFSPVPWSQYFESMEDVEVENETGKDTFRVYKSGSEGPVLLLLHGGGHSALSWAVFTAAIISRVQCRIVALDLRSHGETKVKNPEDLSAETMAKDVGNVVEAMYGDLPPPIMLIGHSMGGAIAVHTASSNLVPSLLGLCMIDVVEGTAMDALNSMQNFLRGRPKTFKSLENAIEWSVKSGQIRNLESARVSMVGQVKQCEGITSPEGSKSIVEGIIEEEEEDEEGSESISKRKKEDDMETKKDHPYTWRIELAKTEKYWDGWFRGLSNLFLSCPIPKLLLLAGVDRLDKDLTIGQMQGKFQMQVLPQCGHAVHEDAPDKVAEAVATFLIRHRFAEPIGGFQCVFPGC
# PAFAH1B2 FP inh – PAFAH1B2 (human) inhibition; recombinant PAFAH1B2, FP-rhodamine activity probe, fluorescence polarization; inhibition, % at 3.39 µM; AID 492953; 340,000 tested, 1.2% active; P68402;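 active = inhibition above the mean of all tested compounds plus 3 SD, cut at about 24% in these data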;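 note: 0% = enzyme with DMSO and 100% = wells lacking PAFAH1B2; many of its hits are not listed in these tables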
# PREPL inhibitor – inhibits the human prolyl oligopeptidase-like enzyme | Q4J6C6 | recombinant PREPL, fluorescence polarization activity-based probe | inhibition, % at 5.96 µM | 320,000 tested, 0.68% active | AID 2751; in the data active = inhibition above about 43%;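 note: 0% = enzyme with DMSO and 100% = wells lacking enzyme; many of its hits are not listed in these tables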
# * hit, by the source's call; . = no result given. These rows are one share of the data. The share of hits here may be higher or lower than overall.
SMILES,LYPLA2 counter,GSTO1 counter,LYPLA1 inh,pPAFAH inh,PAD4 FP inh,PAFAH1B3 FP inh,PME-1 inh,PAFAH1B2 FP inh,PREPL inhibitor
C/C(CC(=O)Nc1cc(C)ccn1)=N\NC(=O)c1ccc(C)cc1,0,2,-1,-2,1,7,-3,-2,5
CC(=O)c1ccc(OCc2cc(C(=O)NCCN3CCCC(O)C3)no2)cc1 (configuration not stated),-5,-4,-6,3,13,5,-9,6,18
COc1ccc2nc(SCC(=O)NN)cc(C)c2c1,-8,-6,-7,-1,-2,0,-7,4,-13
CCOC(=O)C1(Cc2ccccc2)CCCN(Cc2ccc(OCC)c(CO)c2)C1 (configuration not stated),-2,8,-3,3,-3,-4,0,4,25
Cc1cc(C(=O)NNC(=O)c2ccc(C)s2)c(C)o1,-1,1,2,-5,-15,-4,-4,3,-9
CCCc1cc(=O)n2[nH]c(-c3ccco3)nc2n1,0,-4,0,-4,4,10,2,0,12
O=C(c1ccccc1Cl)N1CCC(c2nc3c(nnn3Cc3ccco3)c(=O)[nH]2)CC1,1,3,0,3,5,-2,12,3,7
CCOC(=O)c1ccc2c(c1)nc(SCC(=O)NC(C)C)n2CC,3,3,3,4,4,11,5,0,5
CCCn1c(N)c(N(CCOC)C(=O)/C=C/c2ccc(C(=O)OC)cc2)c(=O)[nH]c1=O,-4,5,-1,1,-2,-3,-1,-1,-6
Cc1c(NC(=S)N/N=C/c2ccc(O)cc2)c(=O)n(-c2ccccc2)n1C,0,2,-1,-7,4,1,-4,2,6
Cc1ccc(CNC(=O)Nc2ccccc2)c(C)c1,1,3,-3,7,1,3,3,2,2
Cc1ccc2c(c1)N(CC(=O)N1CCN(c3nc4ccccc4s3)CC1)C(=O)C(C)O2 (configuration not stated),-1,3,1,8,2,-1,-3,2,32
CCOC(=O)c1ccc2c(c1)N(CC)C(=O)c1ccccc1S2,-1,4,2,10,-4,3,5,1,-10
Cc1ccc(S(=O)(=O)c2nc(-c3ccco3)oc2SCC(N)=O)cc1,3,0,6,11,-2,8,2,8,1
Cn1c(SCC(=O)NC2CC2)nnc1C1CC1,-1,6,-2,6,-1,5,1,4,2
O=C1CCCCCN1CP(=O)(O)CN1CCCCCC1=O,11,4,3,5,4,6,-3,6,7
COc1cc(NC(=O)c2ccc(Cl)cc2)c(OC)cc1Cl,3,1,4,-2,1,6,-3,4,7
COCCCNCCCCOc1ccc(OCc2ccccc2)cc1,0,9,0,1,2,-3,-2,-4,-4
CN(CC(=O)Nc1ccccc1Br)C(=O)CNC(=O)c1cccs1,2,.,-1,5,0,2,8,2,-4
CN1CCN(CCC(=O)Nc2ccc3c(c2)OCO3)CC1,-5,5,0,1,-1,9,0,7,2
C=CCN1C(=O)/C(=C2/Sc3ccccc3N2C)SC1=Nc1c(C)n[nH]c1C,7,-8,0,3,2,1,15,4,11
CCOC(=O)C(=O)N1CCN(c2nc(-c3ccc(Cl)cc3)cs2)CC1,0,9,-3,5,-1,8,0,-1,18
CN1N=C(C(=O)N2CCc3c([nH]c4ccccc34)C2c2ccccc2Cl)CCC1=O (configuration not stated),-8,6,-3,-3,-1,10,-1,2,12
CCOC(=O)c1cc2c(ccn2-c2ccc(F)cc2)n1CC(=O)N1CCN(C(=O)c2ccco2)CC1,0,-1,-1,-2,-3,3,-6,1,12
COc1ccc(S(=O)(=O)N2CCCN(CC(=O)C(C)(C)C)CC2)cc1,-5,0,2,-3,-3,0,4,0,16
Cc1cc(OC(C)C(=O)NCCCN2CCOCC2)c2c(C)c(C)c(=O)oc2c1 (configuration not stated),0,0,0,5,-3,5,-8,-2,-3
COC(=O)Cn1cnc2scc(-c3ccc(C)c(C)c3)c2c1=O,-3,6,3,-1,-2,-4,0,6,8
CCOc1ccc(C(O)C(CN2CCOCC2)c2ccccc2)cc1 (configuration not stated),2,10,-1,3,-3,3,4,0,2
CCOc1ccc(S(=O)(=O)N2CN3CCN(C3)C2)cc1,4,-2,-2,4,2,15,-3,7,-3
NC(=O)C1CCN(C(=O)CCn2c(=O)oc3ccccc32)CC1,1,.,0,-2,-8,-3,1,-5,-1

# 4 entries from above in another layout.
CCOc1ccc(S(=O)(=O)N2CN3CCN(C3)C2)cc1
  LYPLA2 counter: 4 | GSTO1 counter: -2 | LYPLA1 inh: -2 | pPAFAH inh: 4 | PAD4 FP inh: 2 | PAFAH1B3 FP inh: 15 | PME-1 inh: -3 | PAFAH1B2 FP inh: 7 | PREPL inhibitor: -3

CCOC(=O)c1cc2c(ccn2-c2ccc(F)cc2)n1CC(=O)N1CCN(C(=O)c2ccco2)CC1
  LYPLA2 counter: 0 | GSTO1 counter: -1 | LYPLA1 inh: -1 | pPAFAH inh: -2 | PAD4 FP inh: -3 | PAFAH1B3 FP inh: 3 | PME-1 inh: -6 | PAFAH1B2 FP inh: 1 | PREPL inhibitor: 12

Cc1cc(OC(C)C(=O)NCCCN2CCOCC2)c2c(C)c(C)c(=O)oc2c1 (configuration not stated)
  LYPLA2 counter: 0 | GSTO1 counter: 0 | LYPLA1 inh: 0 | pPAFAH inh: 5 | PAD4 FP inh: -3 | PAFAH1B3 FP inh: 5 | PME-1 inh: -8 | PAFAH1B2 FP inh: -2 | PREPL inhibitor: -3

C=CCN1C(=O)/C(=C2/Sc3ccccc3N2C)SC1=Nc1c(C)n[nH]c1C
  LYPLA2 counter: 7 | GSTO1 counter: -8 | LYPLA1 inh: 0 | pPAFAH inh: 3 | PAD4 FP inh: 2 | PAFAH1B3 FP inh: 1 | PME-1 inh: 15 | PAFAH1B2 FP inh: 4 | PREPL inhibitor: 11

# Following part.
SMILES,LYPLA2 counter,GSTO1 counter,LYPLA1 inh,pPAFAH inh,PAD4 FP inh,PAFAH1B3 FP inh,PME-1 inh,PAFAH1B2 FP inh,PREPL inhibitor
Cc1cc(C)nc(SCC(=O)Nc2nonc2N)n1,-7,2,-2,-1,1,6,-1,7,-1
CC(=O)NCCOc1cccc(OCCNC(C)=O)c1,1,0,4,1,-4,-1,1,5,-7
CC(=O)c1sc(NC(=O)CCN2C(=O)c3ccccc3C2=O)nc1C,-1,0,-2,4,-2,-4,4,-2,-6
CC(C)CCNC(=O)c1cc(-c2ccncc2)nc2ccc(S(=O)(=O)N3CCOCC3)cc12,1,0,-1,-2,-5,3,-7,3,3
Cc1nc(-c2ccc(F)cc2)c(CC(=O)N(C)CC(=O)Nc2ccccc2C(F)(F)F)s1,8,9,2,-4,-3,7,1,1,-2
Cc1occc1C(=O)N/N=C/c1ccc(Br)s1,-1,3,-1,2,-5,4,-5,0,12
O=C(Cc1ccc(-n2c(=O)c3ccccc3n(Cc3cccc([N+](=O)[O-])c3)c2=O)cc1)NCC1CCCO1 (configuration not stated),4,5,-1,2,-3,.,6,.,9
CCOC(=O)Cn1c(=O)c2c(nc3n2CCCCN3c2ccc(C)cc2)n(C)c1=O,1,6,2,0,1,6,3,-4,-2
O=C(Nc1ccc(O)c(-c2nc3ccccc3o2)c1)C1(c2ccccc2)CCCC1,-17,-6,-8,-12,-6,2,-15,3,15
O=C(O)c1ccc(/C=N/NC(=O)c2cc(-c3ccc4c5c(cccc35)CC4)n[nH]2)cc1,-62,-82,-47,-25,-2,-26,-64,-17,4
CN(C)N=Nc1ccc(S(=O)(=O)NC(Cc2ccccc2)C(=O)O)cc1 (configuration not stated),-6,10,-5,-3,4,10,4,3,6
CN(C)c1ccnc2sc3c(NCC(O)CO)ncnc3c12 (configuration not stated),0,0,-2,-2,-4,-3,3,-4,0
C(=N\c1nc2ccccc2[nH]1)/c1cccs1,4,6,3,5,0,-5,2,4,1
CC1=NN(C(=O)Cc2ccccc2)C(O)(c2ccccc2)C1 (configuration not stated),3,7,1,3,-5,16,6,-2,0
O=C(CSCc1c(F)cccc1F)Nc1ccccc1,24,-2,5,2,0,11,2,4,-9
Clc1ccc(C2=CSC3=NCCN23)cc1Cl,-1,0,-1,2,0,10,4,-1,-19
CC(=O)c1c(C)[nH]c(C(=O)OCC(=O)Nc2ccc([N+](=O)[O-])cc2Cl)c1C,-5,-2,0,7,-1,-4,-9,-2,-4
COc1ccc(C2=NCCn3c2c2ccc(C(F)(F)F)cc2[n+]3[O-])cc1,1,2,1,3,-1,10,3,-7,5
COC(=O)c1cc(OC)c(OC)cc1N,4,-2,2,4,-3,3,-4,3,5
CCc1ccccc1NC(=O)Cn1nc(C(F)(F)F)cc1C1CC1,0,6,-1,1,-1,0,-4,3,7

# Some of these compounds in order of length of the SMILES, low to high.
SMILES,LYPLA2 counter,GSTO1 counter,LYPLA1 inh,pPAFAH inh,PAD4 FP inh,PAFAH1B3 FP inh,PME-1 inh,PAFAH1B2 FP inh,PREPL inhibitor
Cc1cc(C)nc(SCC(=O)Nc2nonc2N)n1,-7,2,-2,-1,1,6,-1,7,-1
CCOc1ccc(S(=O)(=O)N2CN3CCN(C3)C2)cc1,4,-2,-2,4,2,15,-3,7,-3
CC(=O)c1sc(NC(=O)CCN2C(=O)c3ccccc3C2=O)nc1C,-1,0,-2,4,-2,-4,4,-2,-6
C=CCN1C(=O)/C(=C2/Sc3ccccc3N2C)SC1=Nc1c(C)n[nH]c1C,7,-8,0,3,2,1,15,4,11
O=C(c1ccccc1Cl)N1CCC(c2nc3c(nnn3Cc3ccco3)c(=O)[nH]2)CC1,1,3,0,3,5,-2,12,3,7
CC(C)CCNC(=O)c1cc(-c2ccncc2)nc2ccc(S(=O)(=O)N3CCOCC3)cc12,1,0,-1,-2,-5,3,-7,3,3
CCOC(=O)c1cc2c(ccn2-c2ccc(F)cc2)n1CC(=O)N1CCN(C(=O)c2ccco2)CC1,0,-1,-1,-2,-3,3,-6,1,12

# The list goes on.
SMILES,LYPLA2 counter,GSTO1 counter,LYPLA1 inh,pPAFAH inh,PAD4 FP inh,PAFAH1B3 FP inh,PME-1 inh,PAFAH1B2 FP inh,PREPL inhibitor
CCCCN(C)CCCNC(=O)c1cc(Nc2ccc(OC)c(OC)c2)nc2ccccc12,-3,-1,-1,4,9,3,5,3,28
CC(=O)c1ccc(OCc2cc(C(=O)N(C)Cc3nc4c(C)cccc4[nH]3)no2)cc1,11,0,2,3,1,11,4,-1,-7
O=C(c1cc(Br)c(Br)s1)N1CCN(c2ccccn2)CC1,1,0,1,-4,-1,4,11,5,10
Cc1cc(C(=O)CN2C(=O)C(=O)N(CCC3=CCCCC3)C2=O)c(C)n1C,.,.,.,0,3,7,.,6,15
CCOc1ccc(NC(=O)CSc2ccccc2N)cc1,6,6,2,0,-7,20,0,7,-4
O=C(CSc1ccccc1)Nc1ccccc1N1CCOCC1,3,-1,-1,1,-2,5,5,13,9
CCC1CCC/C1=N\NC(=O)c1ccccc1Cl (configuration not stated),5,4,1,3,3,.,-2,.,-10
CCCC(C(=O)NC(C)(C)C)N(C(=O)c1snc(C(N)=O)c1N)c1ccc2c(c1)OCCO2 (configuration not stated),0,-4,0,1,-7,6,-1,-1,0
COC(=O)c1c(NC(=O)COC(=O)Cn2cnc3ccccc32)sc(C)c1C,3,6,0,-2,7,5,-8,6,-3
COC(=O)CC1C(=O)NCCN1C(=O)CSc1nc2ccccc2o1 (configuration not stated),-4,10,1,2,1,7,1,3,11
COCCn1c(-c2cc(OC)c(OC)c(OC)c2)nc2oc3ccccc3c(=O)c2c1=O,-4,-4,-3,3,2,-2,-1,3,19
Cc1ccc(C(=O)N2CCN(CCNC(=O)C(=O)NCc3ccc(Cl)cc3)CC2)cc1,2,-2,-2,3,2,-3,1,2,13

# Screening data deposited in PubChem by The Scripps Research Institute Molecular Screening Center.
